Screening data as filed in PubChem.
KDM5B inhibitor: inhibitors of human KDM5B histone demethylase | KDM5B demethylase, FDH-coupled NADH fluorescence (FDH is formaldehyde dehydrogenase) | Q9UGL1 | AID 1347165 | Potency, µM (doses to about 57.7 µM), for inactives: at the top dose activity change, negative = inhibition, actives largely listed as inhibitors | actives 2.6% (n = 220,000); active = well fitted inhibition curve with a large enough effect; inconclusive = small, poorly fitted or top-dose-only effect; inactive = no such curve, though single readings can be large or run the other way; note: 0% is about no effect; nearly all actives have a fitted effect of over 70% in size
Target sequence (Q9UGL1 whole entry, looked up): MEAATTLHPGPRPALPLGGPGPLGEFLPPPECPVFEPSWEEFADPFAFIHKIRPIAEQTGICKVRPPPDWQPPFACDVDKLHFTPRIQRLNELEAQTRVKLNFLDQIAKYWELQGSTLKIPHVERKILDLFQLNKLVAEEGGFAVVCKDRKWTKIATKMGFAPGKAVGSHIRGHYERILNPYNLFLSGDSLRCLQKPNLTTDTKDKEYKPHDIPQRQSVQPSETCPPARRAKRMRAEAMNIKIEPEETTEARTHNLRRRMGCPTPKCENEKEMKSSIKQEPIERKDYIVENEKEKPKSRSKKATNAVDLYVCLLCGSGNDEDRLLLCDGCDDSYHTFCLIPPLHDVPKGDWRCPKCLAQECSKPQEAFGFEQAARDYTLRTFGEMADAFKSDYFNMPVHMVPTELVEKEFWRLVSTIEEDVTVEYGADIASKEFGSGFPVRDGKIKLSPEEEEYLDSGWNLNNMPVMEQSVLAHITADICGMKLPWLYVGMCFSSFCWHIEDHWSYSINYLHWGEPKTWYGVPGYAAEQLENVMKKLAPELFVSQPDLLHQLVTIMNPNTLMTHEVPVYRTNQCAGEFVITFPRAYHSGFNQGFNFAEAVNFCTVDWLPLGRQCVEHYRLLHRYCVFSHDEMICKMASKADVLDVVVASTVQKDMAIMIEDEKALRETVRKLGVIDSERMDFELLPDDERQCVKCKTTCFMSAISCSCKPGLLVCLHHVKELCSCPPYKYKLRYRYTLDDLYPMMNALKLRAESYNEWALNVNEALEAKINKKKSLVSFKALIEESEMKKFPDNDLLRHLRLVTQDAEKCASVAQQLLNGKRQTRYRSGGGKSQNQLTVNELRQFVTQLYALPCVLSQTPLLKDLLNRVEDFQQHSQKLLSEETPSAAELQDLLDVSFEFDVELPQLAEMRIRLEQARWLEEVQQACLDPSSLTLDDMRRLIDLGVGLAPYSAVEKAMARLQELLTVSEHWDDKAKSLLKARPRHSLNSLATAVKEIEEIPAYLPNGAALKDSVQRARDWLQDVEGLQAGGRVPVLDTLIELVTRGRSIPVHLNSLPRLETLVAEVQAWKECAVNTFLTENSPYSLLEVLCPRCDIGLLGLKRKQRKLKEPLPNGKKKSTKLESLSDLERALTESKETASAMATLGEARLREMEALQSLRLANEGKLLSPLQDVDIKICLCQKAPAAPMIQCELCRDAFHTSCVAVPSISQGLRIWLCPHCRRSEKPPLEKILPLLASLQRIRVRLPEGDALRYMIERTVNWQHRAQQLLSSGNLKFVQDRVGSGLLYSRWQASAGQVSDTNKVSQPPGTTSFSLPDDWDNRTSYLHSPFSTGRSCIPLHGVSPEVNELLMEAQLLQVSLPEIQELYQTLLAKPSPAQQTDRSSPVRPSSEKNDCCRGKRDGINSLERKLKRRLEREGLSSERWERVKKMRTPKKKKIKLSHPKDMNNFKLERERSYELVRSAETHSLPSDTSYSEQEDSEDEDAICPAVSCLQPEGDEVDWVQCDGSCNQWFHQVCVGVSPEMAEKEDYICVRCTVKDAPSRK
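KDM5BΔAP (200 nM final) in 50 mM HEPES pH 7.5, 0.01% Tween-20 was preincubated 10 min at RT with compound over a concentration range. Substrate mix (H3K4me3 12.5 µM, α-KG 25 µM, Fe²⁺, ascorbate, NAD⁺, FDH) was added, and NADH fluorescence change over 30 min gave dose-response curves.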
Numbers without * were called inactive; ? = inconclusive; [ ] = remark or other dose. Potency is the fitted concentration of half-maximal effect.

SMILES	KDM5B inhibitor
Cc1cc(C)c(S(=O)(=O)NCC2CCC(C(=O)NCCc3ccccc3)CC2)c(C)c1 (stereo not given)	-26.4%
C#CCNC(=O)C1CN(c2ccc(OC)cc2)C(=O)N1 (stereo not given)	2.7%[86.2 µM]
Cc1ncccc1Oc1ncnc(N2CCCCC(N)C2)c1C (stereo not given)	?
O=C(c1ccccc1CSc1nc2ccccc2o1)N1CCCCC1	5.3%
Cc1ccnc(SCc2ccc(F)cc2)n1	-3.9%
COc1cccc(-c2nc3c(c(=O)[nH]c(=O)n3Cc3ccccc3)n2CC2CCCO2)c1 (stereo not given)	-29.9%
CCn1cc(C(=O)NCCCOC)c(=O)c2cc(S(=O)(=O)N3CCCC3)ccc21	-29.4%
COc1ccc(-c2cnc(NC(=O)NCc3ccc(C)cc3)n2C)cc1	5.9%
COc1ccc(NC(=O)Cn2c(C)cc3nc4n(c(=O)c32)CCCC4)cc1Cl	21.1%
Cc1noc(C)c1C(=O)Nc1nnc(CC(C)C)s1	19.6%
Cc1ccc(-n2c(=O)c3ccc(C(=O)NCc4ccco4)cc3n(CC(=O)Nc3ccccc3C(F)(F)F)c2=O)cc1	-9.9%
COC(=O)c1cc(OC)c(OC)cc1NC(=O)c1ccc2c(c1)CCN2S(=O)(=O)c1ccccc1	6.7%
COCC(=O)N[C@@H]1CN(Cc2cccn2C)C[C@H]1CO	?
CC(Sc1nnc(COc2ccc3c(c2)CCCC3)n1C)C(=O)Nc1ccc2c(c1)OCO2 (stereo not given)	-8.9%
COc1ccc(/C(=N/OC(=O)c2cc(Cl)ccc2OC)c2nccc3cc(OC)c(OC)cc23)cc1OC	?
CC(C)Cn1c(COc2ccc(C(C)(C)C)cc2)n[nH]c1=S	?
Cc1ccc(OCCNC(=O)c2ccc3ccccc3n2)cc1	9.5%
Cc1ccc(C(C)C)cc1OCCN	0.8%
CC(C)c1nc2ccc(C(=O)NCCCN3CCN(c4ccccc4F)CC3)cc2o1	-3.4%
N#Cc1ccc(Cc2cnc(NC(=O)c3ccc(Cl)o3)s2)c(C(F)(F)F)c1	14.4%
Cc1ccc(-c2cc(C(=O)O)c3cc(Cl)ccc3n2)cc1	?
CC12CC3CC(C1)CC(c1ccc(O)cc1)(C3)C2	?
CN(C)C(=O)CC(NC(=O)NCc1ccccc1)c1ccccc1 (stereo not given)	-10.7%
C=CCC1(CO)CCCN(CC(=O)NCCc2ccc(Cl)cc2)C1 (stereo not given)	9.8%
CCN(C(=O)C1CCN(c2ncnc3c2nc2n3CCCCC2)CC1)c1cccc(Cl)c1	9.6%
C[N+](C)(C)CCC(O)c1ccccc1 (stereo not given)	-4.5%
COc1ccc(C(C)=O)cc1CSc1nc(NCc2ccccc2)c2ccccc2n1	-0.5%
Cc1cccc(NC(=O)Cn2c(-c3cccc(Cl)c3)nc(C)c(CCO)c2=O)c1C	-8.1%
CC1CCC(Nc2ncnc3onc(-c4ccc(Cl)cc4)c23)CC1 (stereo not given)	-3.9%
CCCCC(CC)CNC(=S)NCc1ccc(C)cc1 (stereo not given)	1.2%
COc1cccc(-c2nc3c([nH]2)CN(C(C)C(=O)NC2CCCCC2)CC3)c1 (stereo not given)	?
O=C(NC1(C(F)(F)F)C(=O)Nc2c1c(=O)[nH]c(=O)n2-c1ccc(F)cc1)c1ccco1 (stereo not given)	11.3%
CC(=O)N1CCc2cc(Br)cc(S(=O)(=O)CCC(=O)N3CCN(c4ccccc4Cl)CC3)c21	?
COc1ccc(C(=O)N/C(=C\c2cn(S(=O)(=O)N(C)C)c3ccccc23)C(=O)N2CCCC2)cc1	21.1%
COC(=O)C1CN(C2CCCC2)CCS(=O)(=O)N1Cc1ccccc1 (stereo not given)	9.5%
Cc1nc(Cc2nn3c(-c4ccccc4)nnc3s2)cs1	-5.6%
CCOC(=O)CC1(NC(=O)N2CCCCCC2c2ccc(C)s2)CCCCC1 (stereo not given)	9.4%
CC(=O)c1ccccc1OCCOC(=O)c1cccc(CS(C)(=O)=O)c1	27.4%
CCc1cccc(NC(=O)CCS(=O)(=O)c2cc3c4c(c2)CCN4C(=O)CC3)c1	-9.3%
COc1ccccc1NCCC(=O)O	-4.3%
COc1ccc(-n2cc(-c3ccccc3)c3c(NC4CCCCC4)ncnc32)cc1	?
O=C(N/N=C/c1ccc(N2CCOCC2)cc1)c1ccccn1	-16.9%
CC(=O)Nc1ccc(S(=O)(=O)Nc2nc3ccccc3nc2Nc2ccccc2C)cc1	-6.7%
CCNC(=O)N1CCC(Oc2ncccc2C(=O)N(C)C)C1 (stereo not given)	-15.7%
O=C(NCCc1c[nH]c2ccccc12)NC12CC3CC(CC(C3)C1)C2	-18.8%

Shown as comma-separated lines: 7 of the compounds above.
mol,KDM5B inhibitor
COCC(=O)N[C@@H]1CN(Cc2cccn2C)C[C@H]1CO,?
CC(Sc1nnc(COc2ccc3c(c2)CCCC3)n1C)C(=O)Nc1ccc2c(c1)OCO2 (stereo not given),-8.9%
COc1ccc(/C(=N/OC(=O)c2cc(Cl)ccc2OC)c2nccc3cc(OC)c(OC)cc23)cc1OC,?
CC(C)Cn1c(COc2ccc(C(C)(C)C)cc2)n[nH]c1=S,?
Cc1ccc(OCCNC(=O)c2ccc3ccccc3n2)cc1,9.5%
Cc1ccc(C(C)C)cc1OCCN,0.8%
CC(C)c1nc2ccc(C(=O)NCCCN3CCN(c4ccccc4F)CC3)cc2o1,-3.4%

Further structures follow:
SMILES	KDM5B inhibitor
O=C(Cn1cnc2ccccc2c1=O)NNC(=O)c1ccccc1	29.3%
O=C(NC1CCCCC1)C1CC(=O)N(c2n[nH]c3ccccc23)C1 (stereo not given)	-25.3%
O=C(Nc1ccc2nc[nH]c(=O)c2c1)c1ccc(Cl)cc1Cl	2.9%
CCCNC(=O)Cn1ccn2nc3c(c2c1=O)CCCC3	22.3%
O=C(CC[C@@H]1CNC(=O)[C@@H]2C[C@H](NCc3ccccc3)CN12)NCc1ccc(F)cc1	-24.8%[86.2 µM]
Cc1ccc(-c2cc(C(=O)N3CCCC3c3nncn3C(C)C)[nH]n2)cc1 (stereo not given)	-15.7%
COc1cccc(CNC(=O)C2CN(S(=O)(=O)c3cccnc3)CC23CCCCC3)c1 (stereo not given)	19.3%
O=C(Nc1ccc(N2CCOCC2)cc1N1CCOCC1)c1ccc([N+](=O)[O-])cc1Cl	8.3%
Cc1c(CCC(=O)NCc2ccccc2)c(=O)oc2c(C)c(O)ccc12	?
COc1ccc(Cl)cc1C(=O)N1CCCC(c2[nH]ccc2C(N)=O)C1 (stereo not given)	-20.4%
CC(c1ccc(S(N)(=O)=O)cc1)N(C)C(=O)CCc1ncc(-c2ccc(Cl)cc2)o1 (stereo not given)	-5.3%
COc1ccccc1CNC(=O)CCNS(=O)(=O)c1ccc2c(c1)CCCC(=O)N2	9.9%
O=C(O)COCC(=O)N1CC[C@H]2COC(=O)N2c2cc(F)ccc2C1	?
Nc1ccccc1OCC1CCCO1 (stereo not given)	10.9%
CCOC(=O)c1cn(CC(=O)Nc2ccc(OC)cc2OC)nn1	-4.5%
COc1cc(C(=O)NC2CC2)ccc1C	27.8%
CCOc1ccc(-c2cc(C(=O)NCCCN(C)C)c3ccccc3n2)cc1	?
CCCCCC(=O)Nc1nc2c(s1)C[C@@H]1[C@](C)(CO)[C@H](O)CC[C@@]1(C)[C@@H]2CC(=O)NC1CC1	-9.3%
O=C(NCc1ccc2c(c1)OCO2)C1CN(c2ccc(F)cc2)C(=O)N1 (stereo not given)	-6.1%
COC(=O)c1c(-c2ccc(Cl)cc2)noc1N1CCN(c2cc(C)ccc2C)CC1	-3.9%
CCc1ccc(C(=O)NCCCNC(=O)c2cc3ccccc3[nH]2)cc1	-21.5%
CNc1c(NC(=O)c2cc(Cl)ccc2OC)c(=O)oc2ccccc12	9.7%
COC[C@@H]1CN(C(=O)c2cc3ccccc3[nH]2)C[C@H]1c1ccncc1	19.4%
CCOC(=O)C1(Cc2cccc(Cl)c2)CCCNC1 (stereo not given)	-8.8%
Cc1ccc(C2c3[nH]c4ccccc4c3CCN2C(=O)CSc2ccccc2)cc1 (stereo not given)	?
NNC(=O)c1nc(-c2cccc(-n3cccc3)c2)no1	-2.0%
COc1ccc(NC(=O)CSc2nnc(-c3nonc3NC(C)=O)n2C)cc1Cl	-20.6%
CCN(C(=O)CC1COc2ccc(C(=O)N3CCOCC3)cc2N1C)C(C)C (stereo not given)	-12.8%
COc1cccc(-c2nc3cnccn3c2NCCC(=O)NC2CCCCCC2)c1	28.2µM*
C[C@]1(CO)[C@H]2Cc3sc(NC(=O)C4CCCCC4)nc3[C@@H](CC(=O)NCc3cccs3)[C@]2(C)CC[C@H]1O	-19.3%
N#Cc1nc(-c2ccc(F)cc2)oc1NC1CCCCC1	?
O=C(CSc1nc2ccccc2o1)Nc1ccc2ccccc2c1	-18.6%
CC(C)N(C(=O)CSc1ccc(F)cc1)c1ccccc1	20.1%
O=C(C1CC1)N1CCN(c2nc3c(F)cc(F)cc3s2)CC1	-14.3%
COC(=O)c1ccc(NC(=O)CN(C)S(=O)(=O)c2ccc3c(c2)CCCC(=O)N3)cc1	9.7%
CC1CCC(NC(=O)CSCc2coc(-c3ccc(Cl)cc3)n2)CC1 (stereo not given)	6.4%
CN1C(=O)CCC2(CNC(=O)c3n[nH]c4ccccc34)CCC=C12 (stereo not given)	-14.3%
O=C(C1CCCNC1)N1CCCn2cc(-c3ccccc3F)nc21 (stereo not given)	?
Cc1cnc(C2CCOCC2)n1C1CCCN(S(=O)(=O)c2cn(C)cn2)C1 (stereo not given)	38.6%[activator]
COC(=O)c1ccc2c(=O)n(CCc3ccc(S(N)(=O)=O)cc3)c(SCC(=O)C(C)(C)C)nc2c1	?
CC(C)Nc1nc(C(=O)Nc2ccc3cc[nH]c3c2)cs1	-13.0%
COc1cc(=O)n2c(c1C(=O)Nc1ccc(C(F)(F)F)cc1)CCCC2	-14.2%
CCCC(=O)Nc1ccc(C2OC(=O)N(Cc3ccc(F)cc3)C2C(=O)NCc2ccccc2)cc1 (stereo not given)	-20.7%
COc1cc(CC(=O)Nc2cc(S(=O)(=O)N3CCCCC3)ccc2C)cc(OC)c1OC	-18.4%
CCSC1=C(C#N)C(c2ccc(OC)c(OC)c2)C2=C(CC(C)(C)CC2=O)N1 (stereo not given)	-13.3%
CCC(=O)NCCc1sc2nc(-c3ccc(OC)cc3)nn2c1C	-0.7%
COC1CCN(S(=O)(=O)N2CCCC(C)(c3ccccc3)C2)CC1 (stereo not given)	31.2%
CC(Sc1ccc(C(F)(F)F)cn1)C(=O)Nc1ccccc1 (stereo not given)	7.2%
O=C(NCC(c1ccco1)S(=O)(=O)c1ccc(Cl)cc1)c1ccccc1F (stereo not given)	-9.5%
Cc1ccccc1CNC(=O)c1csc(-c2cccs2)n1	-25.0%
N#Cc1ccc(S(=O)(=O)N2CCC3(CC2)CC(CC(=O)N2CCOCC2)CCO3)cc1 (stereo not given)	-9.3%
Cc1ccc(NC(=O)N2CCN(c3nnnn3-c3cccc(C(C)C)c3)CC2)cc1F	-13.4%[115 µM]
O=S(=O)(NC1CCc2nnc(C3CC3)n2CC1)c1cccs1 (stereo not given)	-8.0%
COc1cc([N+](=O)[O-])cc2cc(C(=O)N3CCN(C45CC6CC(CC(C6)C4)C5)CC3)c(=O)oc12	4.6%
Cc1oc(-c2ccc(Cl)cc2)nc1CSc1nc2c(c(=O)[nH]1)CCC2	8.0%
Cc1ccccc1C(=O)N(C)Cc1cccn1C	-0.4%[86.2 µM]
COCCNC(=O)[C@@H]1[C@H](c2cc(OC)c(OC)c(OC)c2)c2cc3c(cc2[C@H](O)[C@H]1CO)OCO3	8.2%
Cc1cccc(C(=O)Nc2cc(-c3nc4cccnc4s3)ccc2C)c1	-3.2%
O=C(/C=C/c1ccccc1)NNC(=S)NCc1ccccc1	-9.8%
Cc1ccc(NC(=S)N2C3CCCC2CC(NC(=O)C2CC2)C3)cc1C (stereo not given)	14.2%

Reprinted from the part before: 2 entries, followed by the next part.
SMILES	KDM5B inhibitor
O=C(/C=C/c1ccccc1)NNC(=S)NCc1ccccc1	-9.8%
Cc1ccc(NC(=S)N2C3CCCC2CC(NC(=O)C2CC2)C3)cc1C (stereo not given)	14.2%
CCCCCCc1ccc(C(=O)Nc2cccc(C)c2)cc1	-16.3%
Cc1ccc(NC(=O)C2CCCN(S(=O)(=O)c3cn(C(C)C)cn3)C2)c(C)c1 (stereo not given)	-17.6%
CCCN(Cc1cc2cccc(C)c2[nH]c1=O)C(=O)c1cccc(Cl)c1	-2.0%
CN1CCCN(C(=O)c2ccccc2F)c2ccccc21	-17.5%
O=C(CSc1nc2ccccc2nc1N1CCCC1)N1CCN(c2ccccc2)CC1	8.4%
COc1ccccc1N1CCN(CCCn2c(=S)[nH]c3ccccc3c2=O)CC1	36.0%
CN(C)CCCOCC1(C)COc2ccc(C(=O)Nc3cccc(Cl)c3)cc2N1 (stereo not given)	31.6µM*
Cc1ccc(NC(=O)C2CCN(c3ncccn3)CC2)cc1F	?

As entered above.
Cc1ccc(NC(=O)C2CCCN(S(=O)(=O)c3cn(C(C)C)cn3)C2)c(C)c1 (stereo not given) in KDM5B inhibitor has -17.6%
CCCN(Cc1cc2cccc(C)c2[nH]c1=O)C(=O)c1cccc(Cl)c1 in KDM5B inhibitor has -2.0%
CCCCCCc1ccc(C(=O)Nc2cccc(C)c2)cc1 in KDM5B inhibitor has -16.3%

These rows are one share of the data; count on the stated rates, not on these rows.
